# hcGAS inh – inhibitors of human cGAS; AID 1259398; inhibition, % at 12.5 µM; actives 0.081% (n = 290,000); recombinant h-cGAS, ATP depletion, Kinase-Glo luminescence;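 further: 0% = vehicle reaction and 100% = reaction without DNA for no activity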
# Target sequence (Q8N884 whole entry, looked up): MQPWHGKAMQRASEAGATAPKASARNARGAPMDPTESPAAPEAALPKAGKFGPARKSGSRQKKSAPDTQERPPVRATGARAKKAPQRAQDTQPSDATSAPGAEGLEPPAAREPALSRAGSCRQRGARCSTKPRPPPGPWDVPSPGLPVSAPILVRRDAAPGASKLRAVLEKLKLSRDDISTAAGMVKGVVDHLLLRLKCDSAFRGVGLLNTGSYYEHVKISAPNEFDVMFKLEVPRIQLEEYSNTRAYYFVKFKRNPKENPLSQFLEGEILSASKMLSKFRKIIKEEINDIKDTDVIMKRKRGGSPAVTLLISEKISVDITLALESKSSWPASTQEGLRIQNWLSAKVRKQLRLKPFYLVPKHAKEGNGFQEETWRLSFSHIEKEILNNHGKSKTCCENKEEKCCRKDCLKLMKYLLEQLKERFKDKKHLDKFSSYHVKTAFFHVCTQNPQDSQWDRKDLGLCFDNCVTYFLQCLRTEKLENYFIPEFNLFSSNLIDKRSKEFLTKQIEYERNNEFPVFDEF
# NPYLR7 agonist – activates Aedes aegypti NPYLR7 receptor; actives 0.15% (n = 270,000); activation, % at 10 µM; HEK293T NPYLR7/Galpha15, GCaMP6s calcium fluorescence; AID 1259423; in the data active means activation above about 40%;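 further: 0% = vehicle and 100% = reference agonist at the receptor; some compounds past the cut are filed as inactive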
# mcGAS lum – mouse cGAS inhibition by luminescence; Q8C6L5; recombinant cGAS, Kinase-Glo ATP depletion luminescence; inhibition, % at 12.5 µM; actives 0.15% (n = 160,000); AID 1259399;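 further: 0% = negative control wells and 100% = reference inhibitor with no enzyme activity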
# * hit, by the source's call; x = no result given; & = joins results of further samples. Unless noted, no stated cut-off is given here; in the data, active means inhibition above about 40%; inactive means the rest.
SMILES,hcGAS inh,NPYLR7 agonist,mcGAS lum
Cc1[nH]c2ccccc2c1C(=O)COC(=O)C1(CC(=O)N2CCOCC2)CCCC1,-8,0,x
Cc1cccn2c(=O)c3cc(C(=O)N(C)C)n(C)c3nc12,1&-6,2&3,-5
OC(c1ccc(Cl)c(F)c1)c1ncc(-c2ccccc2Cl)[nH]1 (stereo not drawn),-4,1,x
Cc1ccc(C(CC(=O)NCCc2ccccc2)c2c[nH]c3ccccc23)c(C)c1 (stereo not drawn),0,-5,0
O=C(CC1C=CCC1)NCCN1C(=O)SC(=Cc2ccc3c(c2)OCO3)C1=O (stereo not drawn),-3,0,-6
Oc1ccc(NC(=S)Nc2ccc(OC(F)F)cc2)cc1,0,11,-6
COCC(=O)N(CCN1C(=O)CSC1c1ccc(OC)cc1)C(C)C (stereo not drawn),-5,27,-5
CCc1[nH]c2c(CNc3cc(N4CCOCC4)ncn3)cc(C)cc2c1C,-5,0,x
COC(=O)c1ccc(Cn2nc(C3CC3)c3cnn(-c4ccc(F)cc4)c3c2=O)o1,-5,6,x
CN(C)P(=Nc1ccc([N+](=O)[O-])cc1Br)(N(C)C)C(C)(C)C,-5,-1,x
CCCCCN(C)CCC(O)(P(=O)(O)O)P(=O)(O)O,-1,5,x
Cc1ccc(Cn2c(SCCCC#N)nc3ccccc3c2=O)cc1,-12,14,-8
Cc1ccccc1-n1nc(C(C)C)c(C(=O)O)c1C(C)C,0,-15,0
CCc1nc(C2CN(C(=O)c3cc(C4CC4)on3)CCO2)n[nH]1 (stereo not drawn),6,-2,-1
O=C(Nc1nc(-c2ccc3c(c2)OCO3)cs1)c1cc(Cl)ccn1,-2,5,-7
CCN(Cc1nccn1Cc1cccc(F)c1)C(=O)C1CCCC1,-5,18,-3
CN1CCC(N(Cc2cccnc2)Cc2ccc(O)cc2Cl)CC1,-6,6,-11
O=C(CC1NC(=O)NC1=O)NCC1(c2ccc(F)cc2)CCCC1 (stereo not drawn),-4,-3,-10
CCCCn1nnnc1NCc1ccsc1,-8,5,x
Cc1csc2nc(O)c(C(=O)NCCN3CCOCC3)c(=O)n12,0,-2,-6
Cc1ccc(C)c(OCCCC(C)(C)C(=O)N2CCC(c3ccccc3)CC2)c1,-8,-2,-3
O=C(C1CC1)N(Cc1ccco1)Cc1nccn1Cc1cccc(C(F)(F)F)c1,-6,x,-3
CC(C)(C)NC(=O)c1cnn2c1NC(c1ccc(F)cc1)CC2C(F)(F)F (stereo not drawn),-4,-7,-7
CCN(CC)CCCC(C)NC(=O)c1sc2ccc3ccccc3c2c1Cl (stereo not drawn),1,-12,-2
O=S(=O)(Nc1nc2ccccc2nc1N1CCCC1)c1ccc2c(c1)OCCO2,-4,14,x

# Complete entries as entered above. Values in the order: hcGAS inh | NPYLR7 agonist | mcGAS lum
# `CCc1[nH]c2c(CNc3cc(N4CCOCC4)ncn3)cc(C)cc2c1C` is listed as -5 | 0 | x
# `O=S(=O)(Nc1nc2ccccc2nc1N1CCCC1)c1ccc2c(c1)OCCO2` is listed as -4 | 14 | x
# `Cc1ccccc1-n1nc(C(C)C)c(C(=O)O)c1C(C)C` is listed as 0 | -15 | 0
# `Cc1ccc(Cn2c(SCCCC#N)nc3ccccc3c2=O)cc1` is listed as -12 | 14 | -8
# `COC(=O)c1ccc(Cn2nc(C3CC3)c3cnn(-c4ccc(F)cc4)c3c2=O)o1` is listed as -5 | 6 | x

# Next part:
SMILES,hcGAS inh,NPYLR7 agonist,mcGAS lum
Cc1ccccc1C1(O)CCN(C(=O)c2ccn3nnnc3c2)C1 (stereo not drawn),-7,-1,-12
Cc1csc(NC(=O)C=Cc2ccc3c(c2)OCO3)n1,-7,2,x
N#Cc1ccc(Oc2ncccc2[N+](=O)[O-])c(Cl)c1,-4,7,x
CC(C(=O)Nc1nccs1)n1cc([N+](=O)[O-])cn1 (stereo not drawn),-9,-4,x
O=C(Cn1cc(C(F)(F)F)ccc1=O)NN=Cc1ccco1,-2,0,-4
Cc1c(C(=O)NCc2ccc(C(C)C)cc2)sc(=O)n1Cc1ccc(C(=O)N(C)C)cc1,-2,-6,x
Cc1ccc(S(=O)(=O)NC2CC(=O)N(Cc3cccc(F)c3)C2)c(C)c1 (stereo not drawn),-1,-2,-4
COc1cccc(C(=O)NCCNc2ccc(Nc3cc(C)ccn3)nn2)c1OC,-5,2,x
COc1cccc(Oc2cnc(N)nc2-c2ccc(OCc3ccc(F)cc3)cc2O)c1,-4,1,-10
COc1ccc(C(C2Sc3nc(C)nn3C2=O)N2CCC(O)CC2)cc1 (stereo not drawn),-10,0,x
COc1ccc(Cl)cc1NC(=O)Nc1ccc2c(c1)C(=O)N(C)CCO2,-8,0,x
CC(C)C(=O)Nc1ccc(C(=O)NNC(=S)NC(=O)c2ccc(-c3ccccc3)cc2)cc1,-9,1,x
CCOc1ccc(-n2c(CNC(=O)c3ccco3)nnc2SCC(=O)Nc2nc3ccccc3s2)cc1,0,-14,1
CCC(C)N(CC(=O)N1CCc2sccc2C1c1ccc(Cl)cc1)C(=O)c1ccc(Br)cc1 (stereo not drawn),-4,19,-6
Cc1cc(Cl)cc(Br)c1OCCON1C(=O)CCC1=O,-9,-3,x
CN(Cc1nc(-c2cccc(Cl)c2)no1)CC1CCN(Cc2ccccc2)CC1,-8,3,-11
CSc1ncc(CN2CCC3(CCCN(Cc4ccc(F)cc4)C3)C2)cn1 (stereo not drawn),-7,6,x
Cc1nn(C)cc1CN1CCOc2ccc(C3=Cc4ccccc4C3)cc2C1,-6,17,-11
CC(C)(C)c1csc(NC(=O)c2ccc(Cl)s2)n1,-6,1,x
COCCN(CC1(C)CCOCC1)C(=O)NC1CCCCC1,-13,x,-5
CC(=O)Nc1ccc(NC(=O)c2nnn(-c3ccc(C)c(C)c3)c2C)cc1,-2,-3,-6
CCC(C)Sc1nnc(-c2cn(C)nc2OC)n1CCOC (stereo not drawn),-1,-2,1
O=C1C(C(c2ccc(F)cc2)N2CCN(CCO)CC2)Sc2ncnn21 (stereo not drawn),-3,1,-6
COc1cccc(-c2nc3ccc(Cl)cn3c2NCc2ccccc2)c1,-2,-5,-4
O=C(Nc1nnc(C2CCCCC2)s1)C1CCCCC1,-1,4,-3

# Six compounds picked at random from those above:
SMILES,hcGAS inh,NPYLR7 agonist,mcGAS lum
O=S(=O)(Nc1nc2ccccc2nc1N1CCCC1)c1ccc2c(c1)OCCO2,-4,14,x
CN1CCC(N(Cc2cccnc2)Cc2ccc(O)cc2Cl)CC1,-6,6,-11
O=C(Cn1cc(C(F)(F)F)ccc1=O)NN=Cc1ccco1,-2,0,-4
COC(=O)c1ccc(Cn2nc(C3CC3)c3cnn(-c4ccc(F)cc4)c3c2=O)o1,-5,6,x
Cc1ccc(S(=O)(=O)NC2CC(=O)N(Cc3cccc(F)c3)C2)c(C)c1 (stereo not drawn),-1,-2,-4
Cc1cccn2c(=O)c3cc(C(=O)N(C)C)n(C)c3nc12,1&-6,2&3,-5

# (cont.)
SMILES,hcGAS inh,NPYLR7 agonist,mcGAS lum
C=C(C)Cn1c(N=Nc2c(O)[nH]c3ccccc23)nc2c1c(=O)[nH]c(=O)n2C,-7,0,-7
O=C(O)c1ccccc1-c1ccccc1C(=O)Nc1nccs1,-3,4,-5
CN(Cc1ccccc1)C1CCCN(C(=O)c2nn(C)c(=O)c3ccccc23)C1 (stereo not drawn),-7,4,-8
Cc1csc(NC(=O)CSc2nc(=O)n(CCCO)c3c2CCC3)n1,-4,-8,-8
CCN1CCN(C(=O)c2ccc(N3CCC(NC(C)C45CC6CC(CC(O)(C6)C4)C5)CC3)cc2)CC1 (stereo not drawn),-7,1,-12
CN(Cc1nc2ccccc2s1)C(=O)c1ccc2ccccc2c1,-3,-2,x
CC1(c2ccccc2)NC(=O)N(NC(=O)c2cccc(OCc3ccccc3)c2)C1=O (stereo not drawn),-2,3,x
OC1CCN(c2cc(N3CCOC(c4ccc(Cl)cc4)C3)ncn2)CC1 (stereo not drawn),3,-4,1
CN(CCc1ccccc1)C(=O)c1cccc2c3c([nH]c12)CCCC3,5,5,x
Cc1c(C(=O)NCc2ccc(F)cc2)sc(=O)n1CC(=O)c1ccccc1F,-4,2,x
CCOc1cc(Nc2ccc(NC(=O)Nc3cccc(OC)c3)cc2)nc(C)n1,-5,10,-6
COCCNC(=O)c1cc(OC)c(OC)c(OC)c1,-5,7,-5
CCCS(=O)(=O)N1CCN(c2nc(-c3ccccc3)nc(COC)c2Cc2c(F)cccc2Cl)CC1,-8,-2,-9
COCC1CCN(c2nc3nonc3nc2NC2CCCC2)C1 (stereo not drawn),-7,8,x
N#Cc1c(-c2ccc3c(c2)OCO3)c(C#N)c2n3c(nn2c1=O)CCCCC3,-2,22,-5
Cc1cc(C)c(S(=O)(=O)N2CCN(c3cc(C)nc(-c4ccc(C(F)(F)F)cc4)n3)CC2)c(C)c1,-3,-5,-4
CCn1ccnc1CN1CCC(CCC(=O)Nc2ccc(OC)cc2OC)CC1,-4,-3,x
c1cnc(-c2nc(CNCc3ccc(N4CCSCC4)cc3)cs2)nc1,-5,0,x
Cn1cccc1C(=O)N[C@H]1C[C@H]2C(=O)Nc3ccc(/C=C/c4ccc(CN5CCOCC5)cc4)cc3C(=O)N2C1,-6,-8,-10
O=C(/C=C/c1ccc2c(c1)OCO2)NN1CCCC1,-2,-8,-6
Cc1cc(-c2cc3c(n(Cc4cccnc4)c2=O)CCN(C(=O)C2CCOC(C)(C)C2)C3)ccc1F (stereo not drawn),-1,13,-13
O=C(CCSc1ccc2c(c1)OCCO2)N1CCCn2cncc2C1,-1,-5,x
Cc1csc(CCNS(=O)(=O)c2ccc3c(c2)CCCC3)n1,-7,9,-7
C#CCNC(=O)N1CCN(S(=O)(=O)c2ccc(OC)c(OC)c2)CC1,-2,16,x
CCOc1ccc(CN(Cc2ccc3ccccc3n2)C2CC2)cc1,-2,-3,-4

# Reformatted with two lines to a compound: 3 of the compounds above.
# Values run as follows: hcGAS inh, NPYLR7 agonist, mcGAS lum
Cc1csc(CCNS(=O)(=O)c2ccc3c(c2)CCCC3)n1
→ -7, 9, -7
Cc1cc(C)c(S(=O)(=O)N2CCN(c3cc(C)nc(-c4ccc(C(F)(F)F)cc4)n3)CC2)c(C)c1
→ -3, -5, -4
CCN1CCN(C(=O)c2ccc(N3CCC(NC(C)C45CC6CC(CC(O)(C6)C4)C5)CC3)cc2)CC1 (stereo not drawn)
→ -7, 1, -12

# Next results.
SMILES,hcGAS inh,NPYLR7 agonist,mcGAS lum
COc1cc(Cl)c(NS(=O)(=O)c2ccc(CNC(C)=O)cc2)cc1OC,-6,0,x
Cc1nc(C)c(CNC(=O)N2CCC[C@@H]2CO)s1,-4,11,x
CC(NC(=O)CSc1nnc(CCn2ccc(=O)[nH]c2=O)o1)C1CC2CCC1C2 (stereo not drawn),-2,-1,-3
CC1CCCN(c2nc3ccccc3nc2NS(=O)(=O)c2ccccc2)C1 (stereo not drawn),-3,-3,x
CCCCCSc1nnc2c(n1)OC=Nc1ccc(Br)cc1-2,-10,10,-3
CN(CCn1ccc2ccccc21)C(=O)C1CCOCC1,-3,5,x
CC(C)(C)CC(C)(C)Nc1c(-c2ccccn2)nc2ccc(Br)cn12,1,1,-3
O=C(c1cn[nH]n1)N1CCCC1c1nc2ccc(F)cc2[nH]1 (stereo not drawn),-4,-6,x
CCOC(=O)C1(C)CCCCCN1C(=O)c1ccc(OC)c(C(F)(F)F)c1 (stereo not drawn),-6,-4,x
CCCCC(Sc1nc(=O)[nH]c(C)c1C(=O)OCC)C(=O)O (stereo not drawn),-1,6,-5
CC(C)c1cc(Br)c(NC(=O)N[C@H](Cc2ccccc2)C(=O)N2CCC(C(=O)N3CCCCC3)CC2)c(Br)c1,-5,0,-7
Cc1ccn2c(=O)c(C(=O)NCc3ccc(F)cc3)c(O)nc2c1,7,-1,-2
Cc1nc(N2CCCC(N)CC2)c2ccsc2n1 (stereo not drawn),-4,1,x
Cc1cccc(/C=C2/SC(=S)N(c3cccc(C(F)(F)F)c3)C2=O)n1,-2,2,-6
Cc1cccc(N=Cc2c(O)c3ccccc3oc2=O)n1,-4,5,x
Cn1c(=O)c2c(ncn2CC(=O)OCC(=O)N(CCC#N)CCC#N)n(C)c1=O,-2,8,x
COc1cc2c(cc1OC)C(CNC(=O)c1ccco1)N(C(=O)NC(C)C)CC2 (stereo not drawn),-4,22,-5
CN(Cc1cc(-c2ccncc2)no1)C(=O)C1CCC(=O)N(C2CC2)C1 (stereo not drawn),-3,6,x
O=C(CCn1ccc(=O)[nH]c1=O)NCc1cc(-c2ccc3c(c2)OCCO3)on1,-1,9,-5
COc1ccc(NC(=O)CSc2nc(-c3ccccc3)cc(-c3ccc(OC)cc3)c2C#N)cc1,-2,-8,-1
COCC(O)CN(Cc1nc2sc3c(c2c(=O)[nH]1)CCN(Cc1ccccc1)C3)Cc1ccco1 (stereo not drawn),-11,5,-7
Cc1nc(CCC(=O)NC2(C#N)CCSC2)oc1-c1ccccc1 (stereo not drawn),-8,13,x
Cc1nnc(-c2cn(CC(=O)N3CCOCC3)c3ccccc23)o1,-6,4,-8
CC1CCN(c2ccc(NS(=O)(=O)c3ccc4ccccc4c3)cc2C(=O)NCc2ccccc2)CC1,-8,23,-5
NC(=O)COc1ccccc1-c1nc2ccccc2o1,-2,21,-4

# Single values from the list:
# Reading for NC(=O)COc1ccccc1-c1nc2ccccc2o1 under mcGAS lum: -4
# Reading for Cc1cccc(N=Cc2c(O)c3ccccc3oc2=O)n1 under NPYLR7 agonist: 5
# Reading for COCC(O)CN(Cc1nc2sc3c(c2c(=O)[nH]1)CCN(Cc1ccccc1)C3)Cc1ccco1 (stereo not drawn) under NPYLR7 agonist: 5
# Reading for CC(C)(C)CC(C)(C)Nc1c(-c2ccccn2)nc2ccc(Br)cn12 under NPYLR7 agonist: 1
